Tau FP inhib – qHTS for Inhibitors of Tau Fibril Formation, Fluorescence Polarization; Potency, µM (doses to about 57.7 µM), inactives show top-dose activity, negative = inhibition, actives largely listed as inhibitors; Microtubule-associated protein tau (Homo sapiens), P10636; actives 0.39% (n = 280,000); K18 P301L tau heparin fibrillization, Alexa594 FP, 6 h; further: on the % scale 0 is the no-effect control and ±100 the full control effect; nearly all actives have a fitted effect of over 55% in size
Target sequence (P10636 561-689 P618L limits assumed): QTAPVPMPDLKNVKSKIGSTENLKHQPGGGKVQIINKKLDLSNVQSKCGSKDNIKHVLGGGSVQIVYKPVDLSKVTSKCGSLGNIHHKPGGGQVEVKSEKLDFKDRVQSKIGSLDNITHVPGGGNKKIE
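Human tau K18 […] P301L fragment, 15 uM unlabeled plus 0.24 uM Alexa 594-labeled tau (final), with compound and 20 uM heparin in 100 mM sodium acetate pH 7; 6 hr at 37 C, then Alexa 594 FP read.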
HttQ103 aggreg – qHTS Multiplex Assay to Identify Dual Action Probes in a Cell Model of Huntington: Aggregate Formation (GFP); PC12 HttQ103-GFP aggregates, Acumen cytometry, 40 h; actives 1.1% (n = 220,000); Potency, µM (highest dose often 46.1 µM), for inactives: at the highest dose activity change, negative = inhibition, hits mostly inhibitors; AID 1688, 2009; further: on the % scale 0 is the no-effect control and ±100 the full control effect; nearly all actives have a fitted effect of over 60% in size
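Ecdysone-promoter PC12 model expressing HTT exon 1 Q103 fused to GFP, induced by tebufenozide at 100 nM final. Compounds titrated; aggregates sized 1–25 µm scored on a 488 nm laser cytometer.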
HTT cytoprotect – qHTS Multiplex Assay to Identify Dual Action Probes in a Cell Model of Huntington: Cytoprotection (ATP) | actives 0.14% (n = 230,000) | AID 1471, 2008 | PC12 HTT-Q103 induced, cytoprotection, ATP luminescence, 40 h | Potency, µM (titrated, usually from 56.4 µM), inactives show cytoprotection (ATP increase), usual class: activators;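 further: % of control where 0% means no effect; nearly all actives have a fitted effect of over 45% in size; toxic huntingtin expression switched on by the ecdysone agonist tebufenozide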
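Compounds were screened for protection of PC12 cells against cell death after tebufenozide induction (100 nM final) of mutant Huntingtin exon 1 (Q103) fused to GFP.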
JMJD2E inh – qHTS Assay for Inhibitors of Human Jumonji Domain Containing 2E (JMJD2E). Lysine-specific demethylase 4E (Homo sapiens), B2RXH2. JMJD2E catalytic domain, FDH-coupled NADH fluorescence (FDH is formaldehyde dehydrogenase). Potency, µM (doses to about 57.1 µM), for the others: at the highest dose activity change, negative = inhibition, actives largely listed as inhibitors. actives 1.6% (n = 230,000). AID 2147, 2009; active means well fitted inhibition curve with a large enough effect, not every such curve was filed as active; inconclusive means small, poorly fitted or top-dose-only effect, or another doubt; inactive means no such curve, though single readings can be large or run the other way;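 further: 0% = wells with enzyme and -100% = buffer wells without enzyme; nearly all actives have a fitted effect of over 50% in size; many of its hits are not listed in these tables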
Target sequence (B2RXH2 1-337 limits assumed): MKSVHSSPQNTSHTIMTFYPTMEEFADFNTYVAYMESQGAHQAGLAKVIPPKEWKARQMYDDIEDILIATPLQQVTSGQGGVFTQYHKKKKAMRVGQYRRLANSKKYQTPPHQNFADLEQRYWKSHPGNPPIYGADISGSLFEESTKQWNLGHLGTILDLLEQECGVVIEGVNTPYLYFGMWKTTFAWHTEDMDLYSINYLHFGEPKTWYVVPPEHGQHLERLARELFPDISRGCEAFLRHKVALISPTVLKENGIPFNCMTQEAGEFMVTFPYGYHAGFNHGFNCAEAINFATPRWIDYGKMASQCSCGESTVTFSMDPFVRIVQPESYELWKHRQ
Tau fluor counter – Counterscreen qHTS for Inhibitors of Tau Fibril Formation, Fluorescence Polarization. tau K18 P301L Alexa594 fluorescence, heparin fibrillization. Potency, µM (top dose mostly 57.7 µM), without a hit: at the top dose activity change, negative = decrease. actives 0.93% (n = 280,000); further: on the % scale 0 is the no-effect control and ±100 the full control effect; nearly all actives have a fitted effect of over 55% in size
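Human tau K18 P301L (15 uM unlabeled, 0.24 uM Alexa 594-labeled) in 100 mM sodium acetate pH 7 with 20 uM heparin, 6 hr at 37 C. ThT 30 uM added, 1 hr ambient; Alexa 594 FP and total fluorescence read at 555/632 nm.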
Tau ThT inhib – qHTS for Inhibitors of Tau Fibril Formation, Thioflavin T Binding. recombinant tau K18 P301L (four-repeat tau fragment), heparin-induced fibrillization, ThT fluorescence. Potency, µM (doses to about 57.4 µM), inactives show top-dose activity, negative = inhibition, actives largely listed as inhibitors. actives 2.1% (n = 270,000). AID 1460, 2008; further: on the % scale 0 is the no-effect control and ±100 the full control effect; nearly all actives have a fitted effect of over 55% in size
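Aggregation was driven by heparin (20 uM final) acting on recombinant tau […] bearing P301L in 100 mM sodium acetate pH 7; fibrils were detected with Thioflavin T.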
SMN2 splice up – qHTS Assay for Enhancers of SMN2 Splice Variant Expression; HEK293 SMN2-luciferase splicing reporter, luminescence, 30-36 h; Potency, µM (doses to about 46.1 µM), inactives show at the highest dose activity change, positive = activation, hits mostly activators; actives 2.8% (n = 210,000); AID 1458, 2008; further: % of control where 0% means no effect; nearly all actives have a fitted effect of over 55% in size
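HEK293 cells carry an SMN2 […]–luciferase reporter in which exon 7 inclusion puts luciferase in frame. Cells were plated 10-12 h before compound addition, then incubated 30-36 h at 37C. ONE-Glo luminescence was read; sodium butyrate at 4.5 mM final served as control.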
ALDH1A1 inh – qHTS Assay for Inhibitors of Aldehyde Dehydrogenase 1 (ALDH1A1); actives 7.3% (n = 220,000); Potency, µM (top dose mostly 75.3 µM), without a hit: top-dose activity, negative = inhibition, most hits filed as inhibitors; Purified ALDH1A1, NADH fluorescence, propionaldehyde substrate; active means well fitted inhibition curve with a large enough effect, not every such curve was filed as active; inconclusive means small, poorly fitted or top-dose-only effect, or another doubt; inactive means no such curve, though single readings can be large or run the other way;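 further: plate controls were no enzyme wells and a reference inhibitor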
Target sequence (P00352 whole entry, looked up): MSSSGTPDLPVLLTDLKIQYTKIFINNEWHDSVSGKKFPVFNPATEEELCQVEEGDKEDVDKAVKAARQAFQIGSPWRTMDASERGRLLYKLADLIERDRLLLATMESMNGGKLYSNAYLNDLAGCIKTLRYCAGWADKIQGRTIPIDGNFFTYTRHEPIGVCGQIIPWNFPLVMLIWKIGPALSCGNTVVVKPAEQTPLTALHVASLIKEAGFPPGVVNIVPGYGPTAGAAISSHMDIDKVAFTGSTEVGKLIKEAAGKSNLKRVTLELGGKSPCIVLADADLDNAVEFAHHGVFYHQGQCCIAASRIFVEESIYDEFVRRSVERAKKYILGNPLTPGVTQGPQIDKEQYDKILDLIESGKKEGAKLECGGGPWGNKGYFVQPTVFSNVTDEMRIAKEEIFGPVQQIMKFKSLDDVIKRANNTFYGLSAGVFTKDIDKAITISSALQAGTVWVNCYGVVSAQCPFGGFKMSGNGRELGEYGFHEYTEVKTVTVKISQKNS
Starred values were filed as active, the others as inactive; ? = inconclusive; nt = no result given; & = joins results of further samples; [ ] = remark or other dose. Unless noted, the call rests on the fitted dose curve; in most records, active means well fitted curve in the direction sought with a large enough effect; inconclusive means small, poorly fitted or top-dose-only effect, or another doubt; inactive means no such curve, though single readings can be large; an effect the other way counts as inactive or inconclusive. Potency means the concentration at half of the fitted maximal effect. Only part of the results is shown, so the mix of outcomes need not match the whole.

SMILES	Tau FP inhib	HttQ103 aggreg	HTT cytoprotect	JMJD2E inh	Tau fluor counter	Tau ThT inhib	SMN2 splice up	ALDH1A1 inh
CC1(COc2ccc(C[C@H]3SC(=O)NC3=O)cc2)CCCCC1	6%	nt	-19%	5%	-15%	?	nt	?
COc1cccc(C(C(=O)NC2CCCC2)N(Cc2ccc(C)cc2)C(=O)c2ccco2)c1OC (stereo not given)	0%	12%	-3%[10 µM]	-2%	-2%	-12%	-8%	-3%
CC(=O)[C@H]1CC[C@@H]2[C@H]3CC=C4C[C@@H](O)CC[C@]4(C)[C@H]3CC[C@]12C	nt	nt	8%[17.1 µM]	-2%[25.5 µM]	nt	nt	-4%[20.6 µM]	-3%[20.9 µM]
CCOC(=O)c1c(-c2ccc(F)cc2)csc1NC(=O)C1CC=CCC1C(=O)O (stereo not given)	2%	21%[9.22 µM]	-20%	?	0%	-17%	-3%	?
COc1cccc(N(CC(=O)NCC2CCCO2)C(=O)CNS(=O)(=O)c2ccccc2)c1 (stereo not given)	3%	-5%	-21%	-7%	1%	1%	5%	-1%
O=c1ccc(Cc2ccc(Cl)cc2)n[nH]1	-1%	20%	-1%	6%	3%	4%	-3%	-4%
COc1cc(O)c2c(=O)cc(C)oc2c1CC=C(C)C	-4%&-1%	nt	-110%&-65%[inhibitor]	?	-15%&-20%	-14%&-14%	-6%&5%	-6%&-6%
Cc1nn(-c2ccccc2)c2c1C(c1ccc([N+](=O)[O-])cc1)N1C(=N2)C(=O)Nc2ccccc21 (stereo not given)	5%	13µM*	-19%[10 µM]	-20%	?	-15%	-31%[inhibitor]	-7%
COCCNC(=O)NC12CC3(C)CC(C)(CC(C)(C3)C1)C2	5%	22%	-10%	20%	3%	5%	18%	5%
O=C(CCc1nc(-c2ccccc2)c(-c2ccccc2)o1)OCc1ccc(Cl)cc1	-10%	1%	8%	?	-8%	-4%	-4%	-16%
C=CCc1cccc(C=Nc2cccn3cc(-c4ccccc4)nc23)c1O	-3%	18%	-47%[inhibitor]	?	-4%	-14%	25µM*	?
CC1CN(C(=O)CN2C(=O)NC3(CCCCCCC3)C2=O)CC(C)O1 (stereo not given)	4%	3%	-4%[10 µM]	2%	11%	8%	-19%	?
CCOc1ccc(N(Cc2cc3cc(OC)ccc3[nH]c2=O)C(=O)C2CCCO2)cc1 (stereo not given)	4%	7%	-2%	?	-8%	?	nt	?
Cn1c(=O)oc2cc(S(=O)(=O)NC3CCN(Cc4ccccc4)CC3)ccc21	3%	-11%	5%	0%	9%	6%	-3%	1%
CCOC(=O)C1=C(O)/C(=C\c2ccc(CNS(=O)(=O)c3ccc(Br)cc3)o2)N=C1C	-8%	3%	30%[10 µM]	?	-26%	?	-2%	0%
CCOC(=O)c1ccc(N=CC2=C(O)CC(C)(C)CC2=O)cc1	-5%	26%	-3%	?	-12%	-14%	6%	?
COc1ccc(OC)c(NC(=O)CCc2c(C)nc3c(c(C)nn3C(C)(C)C)c2C)c1	-2%	nt	nt	nt	-26%	-16%	4%	nt
Cc1cc(C(=O)OCC(=O)c2ccc(Cl)c([N+](=O)[O-])c2)c2cccc(C)c2n1	-1%	25%	22%[10 µM]	-19%	-23%	?	14%	13µM*
CN1CCN(C(=O)c2ccc3c(=O)n(Cc4ccc(Cl)cc4)c(=S)[nH]c3c2)CC1	-3%	-6%	-21%	-2%	-18%	-5%	-28%	22µM*
O=S(=O)(CCc1nnc(-c2ccc(Br)cc2)o1)c1ccc(Cl)cc1	2%	-3%	-12%	3%	-12%	-12%	-19%	2%
COc1ccccc1/C=N/NC(=O)c1cccc(OC(F)(F)C(F)F)c1	-2%	-12%	nt	-17%	-10%	?	19%	5%
O=C1C2=C(c3ccccc31)[N+](=O)[C@@H]1CCCC[C@@H]1N2[O-]	?	-7%	-10%	-26%	-18%	?	4%	-16%
CCOC(=O)Cn1c(=O)oc2cc(S(=O)(=O)Nc3ccc(F)cc3)ccc21	0%	-6%	-10%	-1%	-15%	-7%	-10%	17%
CC(c1nc2ccccc2c(=O)[nH]1)N(C)CCOc1ccc(Cl)cc1 (stereo not given)	5%	9%[9.22 µM]	10%[10 µM]	-1%	-23%	-15%	nt	nt
COC(=O)C1=C(C)Nc2sc(C(N)=O)c(N)c2C1c1ccncc1 (stereo not given)	0%	-2%	nt	2%	4%	8%	?	?
CNc1ccc(S(=O)(=O)NC)cc1[N+](=O)[O-]	12%	22%	5%	-8%	11%	1%	9%	3%
Cc1ccccc1C(=O)Nc1ccc(C(=O)N/N=C/c2ccc(O)c(Br)c2)cc1	2%	-10%[9.22 µM]	-17%[10 µM]	?	?	?	-7%	-6%
CCCOC(=O)C1=C(C)NC2=C(C(=O)CCC2)C1c1cccc(OC)c1OC (stereo not given)	1%	11%[9.22 µM]	1%	2%	8%	7%	12%	?
CCOC(=O)C[C@@H](CC(C)=O)C(=O)OCC	-1%[11.6 µM]	nt	-1%[10 µM]	nt	-2%[11.6 µM]	-6%[11.5 µM]	nt	0%[13.5 µM]
O=C(O)CCC1COc2ccccc2O1 (stereo not given)	2%	?	-7%[0.074 µM]	1%	2%	-1%	11%	6%

Next section (2 carried over from the part before).
SMILES	Tau FP inhib	HttQ103 aggreg	HTT cytoprotect	JMJD2E inh	Tau fluor counter	Tau ThT inhib	SMN2 splice up	ALDH1A1 inh
CCOC(=O)C[C@@H](CC(C)=O)C(=O)OCC	-1%[11.6 µM]	nt	-1%[10 µM]	nt	-2%[11.6 µM]	-6%[11.5 µM]	nt	0%[13.5 µM]
O=C(O)CCC1COc2ccccc2O1 (stereo not given)	2%	?	-7%[0.074 µM]	1%	2%	-1%	11%	6%
COC(=O)Cn1c(=NC(=O)CN2C(=O)CCC2=O)sc2cc(S(N)(=O)=O)ccc21	-7%	8%	9%[10 µM]	-6%	-1%	1%	-4%	-1%
c1nc2nc3c(c(N4CCOCC4)n2n1)CCCC3	-2%	4%	19%	-14%	2%	6%	-9%	3%
Cc1cccc(CSCCNC(=O)c2ccc(N(C)S(=O)(=O)c3ccccc3)cc2)c1	7%	-28%	-65%[inhibitor]	-7%	-24%	-11%	-22%	1%
Cc1ccc2ccccc2c1COC(=O)c1nonc1N	-13%	-23%	-4%	0%	-16%	-7%	21%	-6%
CO[C@@H]1COC(=O)[C@@H](CCSC)NC(=O)C/C=C\[C@@H](C)COC(=O)[C@H](C)NC(=O)C/C=C\[C@H]1C	?	nt	-22%[10 µM]	nt	-25%[11.6 µM]	-16%[11.5 µM]	nt	3%[13.5 µM]
CCCn1c(C)nc2c(NCCN3CCOCC3)nc(C)nc21	-4%	nt	12%	6%	2%	6%	-3%	8%
O=C(OCc1nc2scc(-c3ccccc3)c2c(=O)[nH]1)c1cc([N+](=O)[O-])ccc1Cl	0%	11%	-10%[0.074 µM]	-1%	?	?	-2%	-8%
CC(C)c1ccc(C(=O)Nc2cccc3cccnc23)cc1	-6%	nt	nt	nt	?	?	8%	nt
O=c1cc[nH]c2ccc(Cl)cc12	-1%	3%	nt	0%	-2%	1%	-2%	-4%
Cc1ccc2c(c1)N(CCC(=O)NCc1ccco1)C(=O)CO2	-1%	5%	-13%	2%	-5%	-1%	-6%	17%
Nc1nc(SCC(=O)Nc2ccc([N+](=O)[O-])cc2)n[nH]1	-2%	0%[9.22 µM]	14%[10 µM]	13%	-10%	-9%	-15%	-3%
O=C(O)CN1CCN(Cc2ccccc2)C1=O	-8%	20%	-8%	5%	-7%	-2%	-7%	1%
O=c1c(-c2ccc(F)cc2)[n+]([O-])c2ccccc2n1OCc1ccccn1	4%	25%[9.22 µM]	-13%	?	4%	4%	2%	2%
Cc1cccc2c1-c1sc(C(=O)NCc3ccccc3Cl)cc1CO2	-14%	nt	nt	nt	-27%	-9%	-12%	nt
CCCCCn1c(N)c(-c2nc3ccccc3o2)c2c([N+](=O)[O-])nn(C)c(=O)c21	3%	5%	1%[10 µM]	?	-19%	-6%	?	9%
CC(=O)N1C(=O)/C(=C2\SC(=S)N(NS(=O)(=O)c3ccc(C)cc3)C2=O)c2ccccc21	?	-5%[9.22 µM]	6%[10 µM]	?	?	14µM*	nt	13µM*
C=C1CC/C=C(\C)CC[C@@H]2[C@@H]1CC2(C)C	-15%	nt	-22%[1.9 µM]	2%	-6%	6%	nt	-9%
COc1ccc(-c2nc(CNS(=O)(=O)c3ccc(Br)cc3)cs2)cc1	-12%	nt	nt	nt	-17%	2%	-18%	nt
Cc1cc(C)c2sc(N)nc2c1	8%	-20%	-28%	1%	-16%	-15%	-13%	8%
CCN(CC)S(=O)(=O)c1ccc2oc(C(=O)N3CCc4ccccc4C3)c(C)c2c1	11%	?	31%[10 µM]	-10%	-3%	-16%	-40%[inhibitor]	?
Cc1cccc(/C=C2/SC(=O)N(Cc3ccccc3)C2=O)n1	-12%	-28%	15%	7%	-15%	-8%	-16%	6.3µM*
COc1c(O)cccc1O	5%	nt	-22%	-7%	-3%	7%	-12%	6%
O=C(c1cc2ccccc2oc1=O)N(Cc1ccccc1)CC1CCCO1 (stereo not given)	-3%	1%	-2%[10 µM]	4%	3%	-7%	5%	-4%
CCOC(=O)c1sc(NC(=O)c2cc(-c3ccccc3)nc3ccccc23)c(C#N)c1C	-1%	7.1µM*	-91%[inhibitor]	-8%	?	?	-52%[inhibitor]	3.2µM*
CNCC[C@@H](Oc1ccccc1C)c1ccccc1	3%	nt	1%	0%	-5%	-6%	nt	-7%
Cc1cnc(SCc2ccc(Cl)cc2Cl)[nH]c1=O	-9%	-5%[9.22 µM]	1%[10 µM]	-3%	-10%	-5%	nt	nt

Compound activity deposited in PubChem by National Center for Advancing Translational Sciences (NCATS).
